Bioassay records deposited in PubChem BioAssay by several laboratories.
NOD1 NF-kB reporter – inhibition of NOD1-driven NF-kB reporter – cell-based, luminescence, uHTS, primary screen (AID 1578). NOD1-driven NF-kB luciferase reporter cells, luminescence; higher % means a stronger effect. one-dose inhibition, % at 4 µM; EC50 in µM for titrated hits. hit rate 1% among 290,000; in the data active = inhibition mostly above about 36%, no sharp cut-off; inactive = mostly below about 34%;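 also: HEK-293T reporter cells stimulated with the NOD1 agonist gamma-tri-DAP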
HIV fusion peptide – cell-free HIV fusion peptide-binding blockers – biochemical, uHTS, fluorescence dequenching, primary screen (AID 1986); hit rate 0.3% among 290,000; inhibition, % at 20 µM; hits with a dose series show IC50 in µM; cell-free peptide binding, fluorescence dequenching, 30 min; higher % means a stronger effect; in the data active = inhibition mostly above about 52%, no sharp cut-off; inactive = mostly below about 76%; also: some results filed as inactive read as strong as hits
NOD2 inhibition – NOD2 signaling inhibitors, cell-based, luminescence, uHTS, HEK293 (AID 1566). HEK293 NOD2/NF-kB luciferase reporter, luminescence; higher % means a stronger effect. inhibition, % at 4 µM, or EC50 in µM where a hit was titrated. hit rate 0.63% among 290,000; also: many of its hits are not listed in these tables
GPR35 arrestin U2OS – GPR35 antagonists blocking zaprinast-driven arrestin recruitment, primary screen, imaging, U2OS, beta-arrestin-GFP, zaprinast agonist (AID 2058) | U2OS GPR35 beta-arrestin-GFP translocation imaging, zaprinast antagonism; higher % means a stronger effect | one-dose inhibition, % at 10 µM; IC50 in µM for titrated hits | hit rate 0.052% among 290,000;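 active = inhibition of at least 50% with at least 30 cells and total cytoplasm GFP at most 10,000,000; inconclusive = under 30 cells or total GFP of 10,000,000 plus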
GPR55 beta-arrestin – selective activators of receptor GPR55 – imaging, U2OS cells, beta-arrestin-GFP redistribution, primary screen (AID 1961); U2OS GPR55 beta-arrestin-GFP redistribution imaging; higher % means a stronger effect; activation, % at 10 µM; hits with a dose series show EC50 in µM; hit rate 0.048% among 290,000;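 active = activation above 40% with more than 50 cells counted in the well; inconclusive = wells holding fewer than 50 cells, flagged as toxic or sparse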;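 also: U2OS osteosarcoma cells stably expressing GPR55 and beta-arrestin-GFP; plate controls were DMSO negative control for no effect and LPI positive control for full effect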
Myeloid diff MLP – promotes myeloid progenitor differentiation. ER-HoxA9 myeloid progenitors, lysozyme-GFP differentiation, flow cytometry. calls only at 10 µM. AID 624256. hit rate 1% among 360,000;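 active = normalized GFP-positive differentiation at or above the plate's own cutoff, the solvent-only control mean plus 3 SD; inconclusive = no clear call, values can overlap the other calls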;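 also: cells exposed to compound for four days before flow analysis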
KOR beta-arrestin-1 – KOR agonists, beta-arrestin recruitment, primary screen, cell-based, luminescence, uHTS (AID 1777); KOR beta-arrestin recruitment, luminescence; higher % means a stronger effect; hit rate 0.02% among 280,000; activation, % at 10 µM, or EC50 in µM where a hit was titrated; in the data active = activation above about 50%, passing the limit was not always enough; also: a part of the inactive calls stands beside numbers as strong as those of hits
GPR55 LPI antagonism – GPR55 antagonists blocking LPI-driven arrestin recruitment, primary screen, imaging, U2OS, beta-arrestin-GFP, LPI agonist (AID 2013) | hit rate 0.13% among 290,000 | inhibition, % at 10 µM; hits with a dose series show IC50 in µM | U2OS GPR55 beta-arrestin-GFP translocation imaging, LPI antagonism; higher % means a stronger effect;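 active = spots per cell inhibited over 60%, with over 100 cells counted and total cytoplasm intensity under 500,000; inconclusive = wells with under 100 cells, flagged as likely toxic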;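 also: U2OS cells stably carrying GPR55 and arrestin-GFP stimulated by 5 µM LPI near EC80; imaged beta-arrestin-GFP aggregate spots per cell after agonist stimulation; plate controls were LPI-stimulated DMSO wells for no effect and DMSO wells without LPI for full effect; some results filed as inactive read as strong as hits; confirmed hits need IC50 under 10 µM and bright autofluorescent wells are also inconclusive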
KOR beta-arrestin-2 – kappa opioid receptor blockers – cell-based, luminescence, uHTS (AID 1778); KOR beta-arrestin recruitment, luminescence, antagonist mode; higher % means a stronger effect; inhibition, % at 10 µM; hits with a dose series show IC50 in µM; hit rate 0.091% among 290,000; also: strong numbers were not always called active
Myeloid diff MLP GFP+ MAC1+ % – second read-out of Myeloid diff MLP, no call of its own (marks repeat the call); GFP+ MAC1+ double positive, %; measured here: differentiation confirmed by MAC1 staining
* hit, by the source's call; i = inactive; ? = inconclusive; nt = no result given; [ ] = dose if it differs, or a comment. Rule as the data show it, unless noted: active = inhibition above about 50%; inactive = the rest.

Values in the order – NOD1 NF-kB reporter	HIV fusion peptide	NOD2 inhibition	GPR35 arrestin U2OS	GPR55 beta-arrestin	Myeloid diff MLP	Myeloid diff MLP GFP+ MAC1+ %	KOR beta-arrestin-1	GPR55 LPI antagonism	KOR beta-arrestin-2
- COCCn1c(SCC(=O)c2cccc(OC)c2)nnc1-c1ccco1
→ -24%	1.1%	1%	-4%	-0.3%	i	0.5	4.3%	8%	15%
- CCc1c(O)nc(SCC(=O)Nc2ccccc2OC)n(-c2ccccc2C)c1=O
→ -8%	5.2%	7%	11%	-0.1%	?	nt	-2.4%	4%	-11%
- COc1ccc(CNC(=O)CN2CCN(C(c3ccccc3)c3ccccc3)CC2)cc1
→ 1%	-0.3%	3%	14%	-0.4%	i	1.1	-0.2%	0%	-17%
- CCOc1ccc(NC(=O)N2CCN(Cc3ccc4c(c3)OCO4)CC2)cc1
→ -23%	-1.6%	12%	10%	-0.3%	i	0.7	-4.1%	-3%	-12%
- Cc1ccc(NC(=O)CSC(C)C(=O)NCCc2ccccn2)cc1 (centres undefined)
→ -1%	-0.4%	17%	8%	0.1%	i	1.1	-2.7%	-7%	10%
- COCCN1CN=C(Nc2nc(C)c3ccc(C)cc3n2)NC1
→ -16%	-1.6%	-9%	-7%	0.1%	nt	nt	0.7%	-2%	-11%
- Cc1ccc2[nH]c(=O)c(C(c3nnnn3CCc3ccccc3)N3CCOCC3)cc2c1 (centres undefined)
→ -18%	0.2%	6%	-25%	-0.1%	i	0.9	1.4%	5%	19%
- CCOC(=O)/C=c1\s/c(=C\c2ccc3cc(OC)ccc3c2)c(=O)n1CC(=O)NCC1CCCO1 (centres undefined)
→ 15%	70%	-38%	-1%	0.1%	i	0.8	1.3%	12%	-5%
- Cc1nn(C)c(C(=O)NC(=S)Nc2ccccc2O)c1Cl
→ -6%	-1.3%	12%	4%	0.0%	i	2.2	-5.9%	-8%	24%
- C=CCNC(=O)c1ccc(N(Cc2ccc(Cl)cc2)S(C)(=O)=O)cc1
→ -9%	-0.1%	5%	4%	-0.2%	i	1.1	-5.2%	5%	17%[20 µM]
- CCOC(=O)/C(C#N)=C/c1ccc(-c2ccsc2C(=O)OC)o1
→ -35%	61%*	-95%	-8%	0.4%	i	0.4	2.9%	18%	-244%
- Cc1nc(S(=O)(=O)Nc2ccc3c(c2)OCCO3)cn1C
→ -6%	-1.2%	12%	4%	-0.3%	i	0.4	-3.7%	10%	41%
- O=C(CNC1CCCCC1)Nc1cccc(C(F)(F)F)c1
→ -10%	0.9%	-7%	-6%	-0.2%	i	0.6	1.7%	8%	-15%
- O=C(O)c1ccc(NC(=O)c2ccccc2NC(=O)c2ccccc2Br)cc1
→ 12%	3.8%	4%	5%	-0.3%	i	0.4	-1.6%	6%	-15%
- CN(C)NC(=S)NC1CCS(=O)(=O)C1 (centres undefined)
→ 4%	-2.5%	8%	5%	0.0%	i	0.5	nt	16%	11%
- COC(=O)c1ccc2c(=O)n(CCN3CCOCC3)c(SCC(=O)Nc3ccc(C)cc3)nc2c1
→ 6%	0.2%	4%	9%	-0.1%	?	nt	6.1%	-24%	-24%
- O=C(/C=C/c1cccc(Br)c1)N1CCN(c2cccc(C(F)(F)F)c2)CC1
→ -2%	1.2%	12%	14%	0.4%	i	0.5	-0.6%	5%	19%
- O=C(Cc1cccs1)N(CC1CCCO1)C1(C(=O)NC2CCCCC2)CCCCC1 (centres undefined)
→ -23%	-0.1%	-41%	-5%	-0.1%	i	0.7	-2.2%	2%	10%
- OC1(c2cn(Cc3ccccc3)nn2)CCCCC1
→ 8%	-3.4%	7%	27%	-0.2%	i	1.4	1.6%	1%	-13%
- O=C(N/N=C/c1ccc(Cl)s1)C(O)c1ccccc1 (centres undefined)
→ -27%	-0.2%	-16%	-10%	-0.2%	i	0.7	3.7%	4%	-20%
- O=C1C2CC=CCC2C(=O)N1CNc1ccccc1 (centres undefined)
→ -19%	-0.5%	-2%	-4%	-0.4%	i	0.8	-1.6%	-2%	-18%
- O=C(CSc1ncnc2c1cnn2-c1cccc(Cl)c1)NCC1CCCO1 (centres undefined)
→ -23%	-0.5%	7%	2%	-0.1%	i	0.8	9.1%	3%	-18%
- O=C(NCCC(NS(=O)(=O)OCC(Cl)(Cl)Cl)c1ccccc1)C(F)(F)F (centres undefined)
→ -16%	2.0%	4%	4%	0.0%	i	1.2	2.3%	3%	1%[20 µM]
- CC(Sc1nnc(-c2cccs2)n1Cc1ccccc1)C(=O)NCc1ccc2c(c1)OCO2 (centres undefined)
→ -14%	1.9%	-28%	-8%	0.0%	i	1.1	-0.2%	-1%	-3%
- CCCCn1nc2cc(C(=O)NC3CCc4ccccc43)ccc2c1OCC (centres undefined)
→ 17%	-2.5%	17%	5%	-0.3%	i	1.3	-3.4%	0%	-9%
- Cc1cccc(N(CC(=O)NC(C)(C)C)C(=O)CCC(=O)Nc2nccs2)c1
→ -2%	2.4%	-16%	2%	0.3%	i	0.2	-0.7%	8%	12%
- CC(C)(C)n1ncc2c(=O)n(CC(=O)OCc3ccccc3)cnc21
→ 7%	-2.1%	-7%	4%	-0.1%	i	1.2	1.0%	1%	-23%
- Cc1cc(OCC(=O)Nc2cnn(CCCC(=O)O)c2)ccc1Cl
→ -7%	1.8%	19%	12%	-0.2%	i	1.5	-0.2%	2%	-18%
- O=C(CC(Cc1ccccc1)C(=O)O)NCCc1ccc2c(c1)OCO2 (centres undefined)
→ -13%	2.2%	-10%	30%	0.3%	i	1.2	-3.5%	6%	23%
- CC(=O)N1CCN(C(=S)c2cccc([N+](=O)[O-])c2)CC1
→ -21%	-0.7%	0%	-2%	-0.2%	i	0.5	3.8%	-5%	nt

Compound profiles (already shown). Values in the order: NOD1 NF-kB reporter, HIV fusion peptide, NOD2 inhibition, GPR35 arrestin U2OS, GPR55 beta-arrestin, Myeloid diff MLP, Myeloid diff MLP GFP+ MAC1+ %, KOR beta-arrestin-1, GPR55 LPI antagonism, KOR beta-arrestin-2
`CC(=O)N1CCN(C(=S)c2cccc([N+](=O)[O-])c2)CC1` is listed as -21%, -0.7%, 0%, -2%, -0.2%, i, 0.5, 3.8%, -5%, nt
`COc1ccc(CNC(=O)CN2CCN(C(c3ccccc3)c3ccccc3)CC2)cc1` is listed as 1%, -0.3%, 3%, 14%, -0.4%, i, 1.1, -0.2%, 0%, -17%
`Cc1ccc2[nH]c(=O)c(C(c3nnnn3CCc3ccccc3)N3CCOCC3)cc2c1` (centres undefined) is listed as -18%, 0.2%, 6%, -25%, -0.1%, i, 0.9, 1.4%, 5%, 19%
`CCOC(=O)/C(C#N)=C/c1ccc(-c2ccsc2C(=O)OC)o1` is listed as -35%, 61%*, -95%, -8%, 0.4%, i, 0.4, 2.9%, 18%, -244%

Later entries.
Values in the order – NOD1 NF-kB reporter	HIV fusion peptide	NOD2 inhibition	GPR35 arrestin U2OS	GPR55 beta-arrestin	Myeloid diff MLP	Myeloid diff MLP GFP+ MAC1+ %	KOR beta-arrestin-1	GPR55 LPI antagonism	KOR beta-arrestin-2
- Cc1ccc(C(=O)Nc2ccc(S(=O)(=O)N3CCN(C)CC3)cc2)cc1
→ -26%	2.7%	2%	3%	0.1%	i	0.4	-3.8%	4%	7%
- O=C(Cn1ccc(C(F)(F)F)n1)NNC(=O)c1cccnc1
→ -40%	0.9%	-6%	-3%	0.0%	i	0.5	-0.1%	19%	-7%
- O=C(CC1(CC2=NS(=O)(=O)c3ccccc3N2)CCCC1)NCCc1ccccc1
→ 20%	0.1%	23%	-9%	-0.1%	i	1.8	-0.1%	-27%	-32%[20 µM]
- C=CCn1c(Cc2nc3ccc(Cl)cc3[nH]2)n[nH]c1=S
→ 8%	5.7%	24%	7%	-0.1%	i	0.4	nt	7%	16%
- Cc1nn(CC(=O)Nc2ccc(Cl)c(S(=O)(=O)N(C)C)c2)c(C)c1[N+](=O)[O-]
→ 8%	-1.0%	11%	14%	-0.3%	i	0.1	-3.8%	15%	12%
- Cc1ccc(O)c(-c2cc(-c3cccc(F)c3)n[nH]2)c1
→ -24%	-0.8%	-49%	-4%	-0.1%	i	0.4	1.0%	-4%	-27%
- COc1ccc2c(c1)C(C)=CC(C)(C)N2C(=O)Nc1ccccc1
→ -30%	47%	8%	-11%	0.0%	?	nt	1.5%	-1%	0%
- CCc1nnc(NC(=O)[C@@H](NC(=O)c2cc(OC)cc(OC)c2)C(C)C)s1
→ -11%	-0.9%	27%	4%	-0.1%	i	1.3	-0.6%	-9%	8%[20 µM]
- O=C(C[n+]1ccccc1)N/N=C/c1ccccc1[N+](=O)[O-]
→ -41%	-0.2%	7%	-4%	0.2%	i	0.4	-0.6%	8%	-18%
- CCOc1ccccc1NC(=O)NC(=O)N(C)S(=O)(=O)c1ccc(C)cc1
→ -14%	-0.8%	4%	-2%	0.0%	i	0.2	-0.7%	21%	-5%
- CCc1nc(N2CCN(Cc3ccc4c(c3)OCO4)CC2)c2oc3ccccc3c2n1
→ 4%	-1.5%	-41%	0%	-0.3%	i	1.5	4.7%	-6%	-13%
- CN(C(=S)Nc1ccc(SC(F)F)cc1)c1ccc(O)cc1
→ -40%	30%	22%	14%	-0.3%	i	0.9	14%	-6%	-4%
- COc1cccc(OC)c1C(=O)N1CCN(C(=O)c2ccc(-c3ccccc3)cc2)CC1
→ 5%	-0.3%	8%	18%	0.2%	i	1.2	-0.4%	-14%	-2%
- CC(C)Oc1cc(S(=O)(=O)N2CCCCC2)ccc1N
→ -21%	-0.6%	-5%	-15%	0.2%	i	0.4	-1.3%	11%	-15%
- CCN(CC(=O)NCc1ccc(Cl)cc1)C(=O)CCc1ccccc1O
→ 29%	1.9%	8%	1%	-0.1%	i	0.6	1.8%	2%	16%
- CC(=O)c1ccc(N2CCN(CCC#N)CC2)c(F)c1
→ -1%	-0.6%	0%	-4%	-0.4%	i	1.0	-4.8%	10%	34%
- CN1C(=O)CSc2ccc(NC(=O)NCCC3=CCCCC3)cc21
→ 9%	-1.3%	19%	-8%	-0.2%	i	5.6	-3.0%	3%	-8%
- CN(c1cccc(NC(=O)c2ccc(CN3CCc4ccccc4C3)cc2)c1)S(C)(=O)=O
→ 36%	1.4%	37%	-7%	-0.2%	i	0.4	-2.0%	-7%	-5%

These rows are one share of the data (hit frequency here may not be typical).
